High-throughput results: PubChem, Broad Institute
C diff HTS: inhibitors of Clostridium difficile growth | Clostridium difficile clinical isolate growth, OD600, 24 h; stronger effect = lower value | growth activity, negative = inhibition, % at 16 µg/mL (by protocol) | 86,000 tested, 0.25% active;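 active = mean growth activity at or below -80% and every replicate also at or below -80%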;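 note: 0% = DMSO wells and -100% = levofloxacin 16 µg/mL wells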
Pf Dd2 inh: P. falciparum Dd2 growth inhibition. 94,000 tested, 2.3% active. SYBR Green, 72 h; stronger effect = lower value. activity change, % at 10 µM; in the data active = activity change below about -80%
T cruzi growth: inhibitors of T. cruzi proliferation | 77,000 tested, 5.9% active | T. cruzi beta-gal in NIH3T3, GalScreen luminescence, 90 h | inhibition, % at 8.34 µM;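 active = mean inhibition above about 93%, with at least 55% of replicates each passing it, limit read from the data, passing the limit was not always enough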
KDM4C inh: blocks human GASC-1 (KDM4C) demethylase activity. inhibition, % at 12.5 µM. 96,000 tested, 0.15% active. Q9H3R0. GST-KDM4C 2-372, H3K9me3 peptide, LANCE TR-FRET;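 active = mean replicate inhibition above about 25%, with at least 55% of replicates also reaching it, limit read from the data, passing the limit was not always enough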
Target sequence (Q9H3R0 2-372 limits assumed): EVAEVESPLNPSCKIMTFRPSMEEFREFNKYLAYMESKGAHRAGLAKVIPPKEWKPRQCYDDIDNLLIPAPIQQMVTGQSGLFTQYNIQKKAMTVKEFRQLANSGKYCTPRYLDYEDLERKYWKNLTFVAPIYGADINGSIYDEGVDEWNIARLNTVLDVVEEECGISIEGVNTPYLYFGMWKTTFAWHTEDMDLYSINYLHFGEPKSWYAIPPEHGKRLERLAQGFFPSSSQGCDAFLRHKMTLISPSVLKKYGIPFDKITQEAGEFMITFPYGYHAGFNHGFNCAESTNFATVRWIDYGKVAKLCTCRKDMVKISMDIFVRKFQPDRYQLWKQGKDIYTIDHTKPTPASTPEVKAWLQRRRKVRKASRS
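System – N-terminal GST-fused human GASC-1 (KDM4C) fragment, residues 2-372 · Input – enzyme final amount 10 nM · Technique – LANCE TR-FRET, Eu antibody, ULight-streptavidin, EDTA, ex 340 nm, em 618/671 nm · Medium – HEPES buffer, pH 7.5, plus ascorbate · Incubation – enzyme reaction 30 min, then detection 60 min, both room temperature · Reagent – H3K9me3 peptide with Fe(II)/2OG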
Starred values were filed as active, the others as inactive; x = not tested or not shown; & = joins results of further samples.

molecule | C diff HTS | Pf Dd2 inh | T cruzi growth | KDM4C inh
C[C@H]1CCCCO[C@H](CN(C)C(=O)CCC(F)(F)F)[C@@H](C)CN([C@@H](C)CO)C(=O)c2cc(NC(=O)c3ccncc3)ccc2O1 | 5.0 | 6.4 | 45.0 | -0.2
C[C@@H]1CN([C@H](C)CO)C(=O)Cc2cc(NC(=O)Nc3ccc(F)cc3)ccc2O[C@@H]1CN(C)S(=O)(=O)c1cn(C)cn1 | x | -1.9 | 22.4 | -0.1
C/C=C/c1cnc2c(c1)C(=O)N([C@H](C)CO)C[C@@H](C)[C@H](CN(C)C(=O)Nc1cccc(OC)c1)O2 | 20.2 | 2.8 | 34.8 | -1.8
C[C@H](CO)N1C[C@H](C)[C@@H](CN(C)S(=O)(=O)c2ccc(F)cc2)Oc2cc(-c3cccc(F)c3)ccc2S1(=O)=O | 9.8 | -71.1 | 118.3* | -1.6
Cc1ccc(S(=O)(=O)N(C)C[C@H]2OCCCC[C@H](C)Oc3ccc(NS(=O)(=O)c4cccs4)cc3C(=O)N([C@H](C)CO)C[C@H]2C)cc1 | x | -75.4 | 108.6* | -1.5
CN(C)C(=O)C[C@H]1CC[C@H]2[C@H](COc3ccc(NC(=O)C4CCCC4)cc3C(=O)N2C)O1 | 3.9 | 6.8 | x | 0.1
COc1ccc(CNC(=O)C[C@H]2CC[C@H](NC(=O)c3cccc(F)c3)[C@H](CO)O2)cc1 | x | -62.9 | -29.9 | 0.6
O=C(C[C@H]1CC[C@H]2[C@@H](COC[C@@H](O)CN2S(=O)(=O)c2ccccc2)O1)NCc1ccc(-c2ccccc2)cc1 | 3.7&-6.5 | -45.1 | -0.7 | 0.5
CC(C)CC#Cc1ccc([C@H]2[C@H](CO)N3C(=O)CN(C(=O)Nc4ccc(F)cc4)C[C@@H]23)cc1 | 8.5 | -11.3 | x | -0.6
C[C@H](CO)N1C[C@H](C)[C@@H](CN(C)S(=O)(=O)c2cn(C)cn2)Oc2c(NC(=O)C3CCOCC3)cccc2C1=O | 7.1 | 6.5 | -64.7 | 2.8
O=C(CCN1CCCCC1)N[C@H]1CC[C@H](CCn2cc(-c3ccccc3)nn2)O[C@H]1CO | -0.6 | -22.6 | -14.3 | 2.0
O=C(C[C@@H]1CC[C@@H]2[C@H](COC[C@@H](O)CN2Cc2ccccc2)O1)NCCCN1CCOCC1 | x | -2.5 | -20.3 | 1.4

Further records:
molecule | C diff HTS | Pf Dd2 inh | T cruzi growth | KDM4C inh
CCCC#Cc1ccc2c(c1)O[C@@H](CN(C)CC1CCCC1)[C@H](C)CN([C@H](C)CO)S2(=O)=O | 20.4 | -74.6 | x | 0.1
C[C@H]1CN([C@@H](C)CO)C(=O)c2cc(Br)cnc2O[C@H]1CN(C)C(=O)c1cccnc1 | 2.1&3.4 | 19.4&13.5 | 14.6&41.8 | 1.1
COc1ccccc1NC(=O)N1CCCCN2[C@H](C1)[C@H](c1ccc(-c3cccc(F)c3)cc1)[C@@H]2CO | 27.8 | -4.0 | 89.8 | -3.0
C[C@@H]1CN([C@@H](C)CO)S(=O)(=O)c2ccc(C#CC3(O)CCCC3)cc2O[C@H]1CN(C)C(=O)c1ccccc1 | -9.3 | -86.1* | 51.5 | 0.4
O=C(C[C@@H]1C=C[C@H](NC(=O)NC2CCCCC2)[C@@H](CO)O1)NCc1ccc(F)cc1 | 1.6 | 7.4 | x | -0.2
O=C(Nc1ccccc1F)N[C@H]1C=C[C@H](CC(=O)N2CCCCC2)O[C@@H]1CO | -2.2 | 6.6 | -4.5 | x
Cc1noc(C)c1S(=O)(=O)Nc1ccc2c(c1)C(=O)N([C@@H](C)CO)C[C@H](C)[C@@H](CN(C)CC1CC1)OCCCC[C@@H](C)O2 | -0.7 | -52.5 | x | -0.9
CCCNC(=O)C[C@H]1CC[C@@H]2[C@@H](COc3ccc(NC(=O)c4ccc5c(c4)OCO5)cc3C(=O)N2C)O1 | -2.2 | -3.1 | 0.5 | -1.9
N#C[C@@H]1[C@@H](c2ccccc2-c2ccccc2)[C@H](CO)N1C(=O)Cc1ccccc1 | -10.4 | 23.5 | x | -0.5
COc1ccccc1NC(=O)N(C)C[C@H]1Oc2ncc(Br)cc2C(=O)N([C@H](C)CO)C[C@H]1C | 1.8 | 9.1 | -2.4 | x
CC(C)NC(=O)N(C)C[C@H]1Oc2ccc(NC(=O)Nc3ccc4c(c3)OCO4)cc2CC(=O)N([C@H](C)CO)C[C@@H]1C | 4.4 | -1.0 | -12.1 | 0.0
Cc1ccc(-c2cnc3c(c2)C(=O)N([C@H](C)CO)C[C@@H](C)[C@H](CN(C)C(=O)Cc2ccccc2)O3)cc1 | -9.1 | -11.4 | 12.2 | -1.2

Filtered by structure, those above with an aryl methoxy group (4)
molecule | C diff HTS | Pf Dd2 inh | T cruzi growth | KDM4C inh
C/C=C/c1cnc2c(c1)C(=O)N([C@H](C)CO)C[C@@H](C)[C@H](CN(C)C(=O)Nc1cccc(OC)c1)O2 | 20.2 | 2.8 | 34.8 | -1.8
COc1ccc(CNC(=O)C[C@H]2CC[C@H](NC(=O)c3cccc(F)c3)[C@H](CO)O2)cc1 | x | -62.9 | -29.9 | 0.6
COc1ccccc1NC(=O)N1CCCCN2[C@H](C1)[C@H](c1ccc(-c3cccc(F)c3)cc1)[C@@H]2CO | 27.8 | -4.0 | 89.8 | -3.0
COc1ccccc1NC(=O)N(C)C[C@H]1Oc2ncc(Br)cc2C(=O)N([C@H](C)CO)C[C@H]1C | 1.8 | 9.1 | -2.4 | x

More results.
molecule | C diff HTS | Pf Dd2 inh | T cruzi growth | KDM4C inh
O=C(C[C@H]1CC[C@@H]2NC[C@H](O)COC[C@H]2O1)Nc1nccs1 | -2.0&-2.1 | x | -8.7 | x
CC(=O)N(C)C[C@H]1Oc2cc(C3=CCCC3)ccc2S(=O)(=O)N([C@@H](C)CO)C[C@H]1C | -1.8 | x | 11.0 | -0.5
Cc1ccc(S(=O)(=O)NCC[C@H]2CC[C@@H](NC(=O)NC(C)C)[C@H](CO)O2)cc1 | -1.0 | 10.5 | -95.0 | -1.1
CN(C)C(=O)C[C@@H]1CC[C@H]2[C@@H](COC[C@H](O)CN2C(=O)C2CC2)O1 | -1.5 | 8.6 | 15.2 | 1.2
CCCNC(=O)Nc1ccc2c(c1)OC[C@@H](C)NC[C@H](C)[C@H](OC)CN(C)C2=O | -0.2 | x | 23.6 | 0.3
COCC(=O)N1CC2(CN(C(=O)c3cccnc3)C2)c2c([nH]c3cc(OC)ccc23)[C@@H]1CO | 2.7 | 37.5 | x | -0.1
N#C[C@H]1[C@@H](c2ccccc2)[C@@H](CO)N1C(=O)c1cc(Cl)cc(Cl)c1 | 6.9 | 19.5 | 67.4 | 0.2
COc1ccc(C#Cc2ccc3c(c2)O[C@@H](CN(C)C(=O)Nc2cccc(OC)c2)[C@H](C)CN([C@@H](C)CO)S3(=O)=O)cc1 | x | -88.2* | 61.0 | x
O=C(C[C@H]1C[C@@H]2c3cc(NC(=O)NC4CCCC4)ccc3O[C@@H]2[C@H](CO)O1)NCCN1CCCCC1 | 0.0 | 17.5 | 16.9 | -2.5
Cc1ccc(S(=O)(=O)N[C@@H]2CC[C@H](CCNC(=O)Nc3ccc(Cl)cc3)O[C@H]2CO)cc1 | -0.7 | 3.2 | 29.5 | 5.4
C[C@H](CO)N1C[C@H](C)[C@@H](CN(C)S(C)(=O)=O)Oc2ccc(NC(=O)Nc3ccc(F)cc3)cc2CC1=O | -2.1 | 3.7 | 67.0 | 1.8
O=C(Nc1ccc2c(c1)OCO2)N[C@H]1CC[C@H](CCNC(=O)C2CC2)O[C@H]1CO | x | -30.0 | 54.6 | 6.4

More compounds follow:
molecule | C diff HTS | Pf Dd2 inh | T cruzi growth | KDM4C inh
COc1cccc(CNC(=O)[C@@H]2[C@@H](CO)[C@@H]3Cn4c(cccc4=O)[C@H]2N3C(=O)C2CC2)c1 | -2.8 | 16.9 | 15.6 | 1.5
C[C@H](CO)N1C[C@H](C)[C@H](CN(C)Cc2cccnc2)Oc2ncc(-c3ccc(C#N)cc3)cc2C1=O | 2.8 | 33.2 | 6.7 | -1.4
CC(C)CC#Cc1ccc2c(c1)O[C@H](CN(C)Cc1ccc3c(c1)OCO3)[C@@H](C)CN([C@@H](C)CO)S2(=O)=O | 23.4 | -62.6 | 65.1 | -1.5
O=C(C[C@@H]1C[C@H]2c3cc(NS(=O)(=O)c4ccc(F)cc4)ccc3O[C@H]2[C@H](CO)O1)NC1CCCCC1 | x | 0.0 | 26.6 | -2.8

Laid out differently: results already given.
Under each structure: C diff HTS | Pf Dd2 inh | T cruzi growth | KDM4C inh
- COc1cccc(CNC(=O)[C@@H]2[C@@H](CO)[C@@H]3Cn4c(cccc4=O)[C@H]2N3C(=O)C2CC2)c1
 : -2.8 | 16.9 | 15.6 | 1.5
- C[C@H](CO)N1C[C@H](C)[C@H](CN(C)Cc2cccnc2)Oc2ncc(-c3ccc(C#N)cc3)cc2C1=O
 : 2.8 | 33.2 | 6.7 | -1.4

Entries listed so far that contain bromine, in the order listed:
molecule | C diff HTS | Pf Dd2 inh | T cruzi growth | KDM4C inh
C[C@H]1CN([C@@H](C)CO)C(=O)c2cc(Br)cnc2O[C@H]1CN(C)C(=O)c1cccnc1 | 2.1&3.4 | 19.4&13.5 | 14.6&41.8 | 1.1
COc1ccccc1NC(=O)N(C)C[C@H]1Oc2ncc(Br)cc2C(=O)N([C@H](C)CO)C[C@H]1C | 1.8 | 9.1 | -2.4 | x
